# Assay outcomes as filed in PubChem.
# NCOA3 inh: inhibitors of human steroid receptor coactivator 3 (SRC3); Q9Y6Q9; AID 588352; hit rate 0.17% among 360,000; inhibition, % at 3.6 µM; HEK293 GAL4-SRC3 luciferase reporter, luminescence;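 active = inhibition above a per-campaign cutoff, the mean of all compounds plus 3 SD, cut at about 60% in these data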;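 also: 0% = DMSO-treated cells and 100% = gossypol-treated cells at 36 µM; higher means less SRC3-driven luciferase light from the GAL4 reporter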
# NCOA2 inhibitor: human SRC2 (NCOA2) inhibition; hit rate 0.17% among 370,000; HEK293 GAL4-SRC2 luciferase reporter, luminescence; AID 651957; inhibition, % at 9 µM;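 active = inhibition above the mean inhibition of all tested compounds plus 3 SD, set per campaign, cut at about 52% in these data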;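 also: 0% = DMSO treated cells and 100% = cells given Gossypol at 36 µM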
# NOD2-RIPK2 inh: blocks binding of human NOD2 to RIPK2. O43353. CHO BLA complementation NOD2-RIPK2, CCF4 ratio. inhibition, % at 4.98 µM. hit rate 0.38% among 360,000; in the data active = inhibition above about 21%;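 also: 0% = vehicle only and 100% = reference blocker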
# LMP1 NFkB inh: Epstein-Barr LMP1 NF-kappaB reporter inhibition | LMP1-induced NF-kappaB luciferase reporter cells, luminescence | inhibition, % at 12.5 µM | hit rate 0.69% among 350,000; in the data active = inhibition above about 41%;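 also: 0% = neutral control wells and 100% = reference inhibitor control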
# LRH-1 inv ag: suppresses constitutive activity of human LRH-1; hit rate 0.13% among 360,000; HEK293T StAR-luciferase reporter, LRH-1 transfected, 24 h; O00482; inhibition, % at 3.6 µM;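 active = inhibition above the mean inhibition of all tested compounds plus 3 SD, cut at about 73% in these data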;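 also: 0% = DMSO wells and 100% = reporter-only cells lacking LRH-1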
# MC4R ag barr: agonists of human melanocortin 4 receptor (MC4R) beta-arrestin; U2OS MC4R beta-arrestin complementation, luminescence; percent of melanotan II response, DMSO zero; activation, % at 8.9 µM; hit rate 0.98% among 360,000; AID 540308;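 active = activation above a per-plate cutoff, the mean activation of sample wells on that plate plus 3 SD, cut at about 8% in these data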
# NCOA1 inh: inhibitors of human steroid receptor coactivator 1 (SRC1). Q15788. HEK293 GAL4-SRC1 luciferase reporter, luminescence. inhibition, % at 3.6 µM. hit rate 0.12% among 360,000;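 active = inhibition above the campaign mean plus 3 SD, with each screening campaign given its own cutoff, cut at about 60% in these data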;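 also: 0% = DMSO treated cells and 100% = gossypol at 36 µM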
# TLR9-MyD88 inh: blocks human TLR9 binding to MyD88. inhibition, % at 4.98 µM. CHO BLA complementation TLR9-MyD88, CCF4 FRET ratio. Q9NR96+Q99836. hit rate 0.21% among 340,000;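 active = inhibition above the mean over all tested compounds plus 3 SD, cut at about 21% in these data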;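 also: 0% = DMSO only wells and 100% = clavulanate BLA inhibitor control wells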
# Target sequence (Q99836 whole entry, looked up): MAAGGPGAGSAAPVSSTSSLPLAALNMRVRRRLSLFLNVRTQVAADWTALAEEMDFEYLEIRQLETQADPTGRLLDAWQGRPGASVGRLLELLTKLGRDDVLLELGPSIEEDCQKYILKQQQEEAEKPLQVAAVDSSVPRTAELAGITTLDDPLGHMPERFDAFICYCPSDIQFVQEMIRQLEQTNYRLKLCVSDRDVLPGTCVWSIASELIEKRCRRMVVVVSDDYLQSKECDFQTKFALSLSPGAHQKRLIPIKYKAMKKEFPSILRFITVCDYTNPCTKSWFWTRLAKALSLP
# Target sequence (Q9NR96 whole entry, looked up): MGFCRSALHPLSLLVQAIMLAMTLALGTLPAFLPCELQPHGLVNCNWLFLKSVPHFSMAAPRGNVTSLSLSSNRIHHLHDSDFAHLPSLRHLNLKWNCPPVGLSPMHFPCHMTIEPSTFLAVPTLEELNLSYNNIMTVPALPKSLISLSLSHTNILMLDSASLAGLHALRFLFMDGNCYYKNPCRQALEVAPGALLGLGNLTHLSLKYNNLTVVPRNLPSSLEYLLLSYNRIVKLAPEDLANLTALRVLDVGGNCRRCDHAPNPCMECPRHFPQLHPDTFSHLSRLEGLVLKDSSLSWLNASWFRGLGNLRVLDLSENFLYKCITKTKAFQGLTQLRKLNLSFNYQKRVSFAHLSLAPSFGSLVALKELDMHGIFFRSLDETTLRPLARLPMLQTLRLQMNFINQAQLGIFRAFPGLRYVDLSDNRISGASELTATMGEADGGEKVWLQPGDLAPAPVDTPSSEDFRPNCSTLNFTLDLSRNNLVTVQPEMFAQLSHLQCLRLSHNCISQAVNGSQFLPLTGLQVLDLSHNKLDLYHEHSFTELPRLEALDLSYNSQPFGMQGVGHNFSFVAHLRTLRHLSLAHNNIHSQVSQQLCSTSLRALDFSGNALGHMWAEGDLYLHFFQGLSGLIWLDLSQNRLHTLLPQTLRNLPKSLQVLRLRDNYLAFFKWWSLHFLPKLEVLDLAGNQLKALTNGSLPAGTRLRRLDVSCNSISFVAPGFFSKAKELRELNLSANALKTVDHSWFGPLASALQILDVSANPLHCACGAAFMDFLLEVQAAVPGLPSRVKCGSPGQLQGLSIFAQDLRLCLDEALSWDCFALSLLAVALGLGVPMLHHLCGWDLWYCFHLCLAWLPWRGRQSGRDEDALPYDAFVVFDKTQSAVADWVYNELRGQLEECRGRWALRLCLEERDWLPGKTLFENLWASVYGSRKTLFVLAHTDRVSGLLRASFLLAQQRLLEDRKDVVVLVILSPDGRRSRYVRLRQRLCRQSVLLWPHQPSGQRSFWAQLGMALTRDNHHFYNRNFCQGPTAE
# MC4R antagonist: blocks human MC4R cAMP signaling; P32245; MC4R-expressing cells, MTII-stimulated cAMP, LANCE TR-FRET; inhibition, % at 6.5 µM; hit rate 0.48% among 360,000;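 active = inhibition above its plate's cutoff, the mean of tested wells on that plate plus 3 SD, cut at about 29% in these data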;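 also: 0% = Melanotan II alone and 100% = Melanotan II plus saturating MCL0020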
#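 Material: human MC4R-expressing U2OS cells. Probe or stimulus: Melanotan II challenge. Dosing: 6.5 µM single dose. Times: 30-min compound, 1-h challenge, 1-h detection, room temperature. Technique: TR-FRET with Eu-cAMP and labeled anti-cAMP, 671 nm. Replication: singlicate.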
# ABHD5 PLIN5 PPI: ABHD5-PLIN5 protein interaction inhibition; Q00G26+Q8WTS1; Split G. princeps luciferase complementation, luminescence, 4 h; inhibition, % at 4 µM; hit rate 0.78% among 360,000; AID 602281;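 active = inhibition above the mean inhibition across every tested compound plus 3 SD, cut at about 22% in these data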;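 also: 0% = DMSO only wells and the 100% control is not disclosed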
# NR2F2 inh: blocks human COUP-TFII nuclear receptor. inhibition, % at 8.6 µM. hit rate 0.7% among 370,000. AID 686940. HEK293T NGFI-A luciferase reporter, luminescence;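 active = inhibition above a per-plate cutoff, mean inhibition of test wells between control levels plus 3 SD, cut at about 38% in these data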;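 also: cells cotransfected with COUP-TFII expression vector driving the NGFI-A reporter; 0% = median of COUP-TF2 test wells and 100% = reporter-only cells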
# Numbers without * were called inactive; . = no result given. This is a subset, so the mix of outcomes need not match the whole.
SMILES,NCOA3 inh,NCOA2 inhibitor,NOD2-RIPK2 inh,LMP1 NFkB inh,LRH-1 inv ag,MC4R ag barr,NCOA1 inh,TLR9-MyD88 inh,MC4R antagonist,ABHD5 PLIN5 PPI,NR2F2 inh
C[C@@H]1CN([C@@H](C)CO)C(=O)CCCn2nncc2CO[C@H]1CN(C)C(=O)Nc1ccc(F)cc1,-3,5,2,9,4,-2.0,1,5,4,9,13
COc1cc2sc(-c3ccc(S(C)(=O)=O)cc3)c(C(=O)NCCCCO)c2cc1OC,-4,23,-8,-4,5,-0.7,-5,-9,11,6,-15
c1ccc(CCNc2nc3ccccc3n3nnnc23)cc1,-13,-16,-9,-8,-18,2.5,-17,-14,4,-6,0
CCCC(=O)NNC(=O)CCC(=O)NCc1ccccc1,6,9,1,-7,-1,-2.5,0,-16,8,1,14
O=C(CN1C(=O)c2ccccc2S1(=O)=O)NCc1ccco1,16,-55,10,-1,2,-1.0,-3,8,9,2,6
Cc1c(-c2nc(N)nc(Nc3ccccc3)n2)oc2ccccc12,-60,-55,-3,-77,-144,0.8,-68,0,-12,-3,-22
Cc1ccc(C(O)P(=O)(OC2CCCCC2)OC2CCCCC2)cc1 (stereo not given),22,-3,10,-3,12,1.9,1,5,-1,-2,3
CCN1CCN(C(=S)c2ccc(OC)cc2)CC1,1,-20,-7,-3,7,-0.7,-1,-4,2,-1,0
CC1(C(=O)NS(=O)(=O)C2CC2)CCN(C(=O)c2cccc(OC(F)(F)F)c2)C1 (stereo not given),-8,16,-4,.,-2,1.4,1,.,14,-2,11
COc1cc(/C=N\NC(=O)c2ccc(-c3ccccc3)cc2)cc(OC)c1OC(C)=O,1,13,-2,.,13,4.5,-10,-5,0,4,-3
O=C(C[C@H]1C/C=C\C[C@H](Cc2ccc(F)cc2)C(=O)O[C@@H](c2ccccc2)CNC1=O)N[C@H](CO)Cc1ccccc1,8,-11,-10,-10,11,-1.5,3,8,5,2,8
COc1ccc(/C=N/NC(=O)c2cc(C3CC3)[nH]n2)cc1OC,-9,-5,-7,1,2,1.1,-12,-7,-7,-8,5
O=C(NCc1ccco1)c1ccc(CNc2c(N3CCCCC3)c(=O)c2=O)cc1,-2,-32,-9,-9,25,-0.7,11,-3,2,5,-24
CCn1c(=O)c(C(=O)CN2CCN(S(=O)(=O)c3cc(C)ccc3C)CC2)c(N)n(Cc2ccccc2)c1=O,13,-25,-7,10,5,-0.9,-5,8,-5,-5,8
COc1ccc(S(=O)(=O)N2CCC(C(=O)NCc3ccc(C)cc3)CC2)cc1,-5,-5,4,-2,-12,-1.2,-15,-2,15,-9,12
CCOC(=O)c1c(NC(=O)COC(=O)CCCOc2ccc(OC)cc2)sc(C(=O)N(C)C)c1C,21,-17,-7,-1,18,-1.6,-5,-11,1,-2,-18
O=C(c1ccc(Cl)cc1Cl)c1ncc(C(F)(F)F)cc1Cl,-6,19,-2,0,-5,3.9,8,3,4,-1,2
COc1ccccc1C(=O)NCCC(=O)N1CCN(S(=O)(=O)c2ccccc2C(F)(F)F)CC1,-32,15,0,-3,-4,0.1,-2,0,0,-12,-16
COc1ccccc1C(=O)NCCN1CCC(n2c(=O)[nH]c3ccccc32)CC1,.,5,-11,.,-2,.,.,.,.,1,1
Cc1ccc(NC(=S)Nc2ccc(OC(F)F)c(Cl)c2)cc1Cl,-4,-9,-9,-2,16,3.8,-117,-8,19,-9,-13
Cc1cccc(C(=O)NCC(=O)N2CCC2)c1,11,-9,0,1,3,-1.0,-18,1,-3,-2,7
COc1cc2c(cc1OC)CN(C(=O)/C=C/c1cc(OC)c(OC)c(OC)c1)CC2,-7,-27,5,-9,11,0.2,0,-1,0,7,-17
O=C(CSC1=NCCN1)NC1CCCCCC1,22,0,-2,-29,17,-3.0,17,-12,3,-4,4
Oc1ccc(/C=N/NC(=S)Nc2cccnc2)c(O)c1,16,-22,3,6,-47,-2.2,-9,7,0,3,-8
COCCNC(=O)C1(C)CCCN(C(=O)c2cccnc2SC)C1 (stereo not given),19,-44,-12,.,20,1.2,-1,.,-12,-2,-7
COc1ccc([C@H]2CC(=O)C=C(c3ccc4c(c3)OCCO4)C2)cc1,-2,-17,-4,13,-19,-0.6,-38,-3,-7,-4,-2
O=C(COc1ccc(Cl)cc1)N/N=C/c1cccc2cccnc12,-8,-1,-2,-4,8,-0.1,-16,10,4,4,5
O=C(c1ccccc1)N1N=C(c2ccccc2)CC1c1cccs1 (stereo not given),-2,18,-9,-14,30,1.6,-2,3,12,0,3
NC(=O)N/N=C/c1ccccc1OC(=O)c1ccccc1Br,17,-54,-1,0,16,-0.9,-10,-14,14,-3,4
COC(=O)NC(=C(Cl)Cl)S(=O)(=O)c1ccccc1,15,-3,-1,-137,-37,0.5,-37,-5,-1,6,-5
COc1ccc(CNC(=O)c2coc(=O)c3ccccc23)cc1,14,-15,-4,6,4,-0.8,17,9,7,-2,-4
Cc1ccc2nc3c(cc(C(=O)NCCc4ccccc4)c(=N)n3CCCN3CCOCC3)c(=O)n2c1,19,-40,-19,0,3,-1.2,2,-28,2,3,-9
COc1ccc(CNC(=O)CN(C(=O)CCC(=O)Nc2nccs2)c2ccccc2C)cc1,20,8,4,1,-7,-1.6,-15,-3,11,-5,-3
COC(=O)c1scc(C)c1S(=O)(=O)Nc1ccc(C)cc1,13,-4,-5,0,5,0.6,-82,4,9,5,15
Cc1cccc(C(=O)O)c1NC(=O)Cc1cccc2ccccc12,0,-29,-5,1,4,1.9,6,-4,-2,-9,8
CCC1CCCCN1S(=O)(=O)c1ccc2c(c1)CCN2C(C)=O (stereo not given),-5,20,1,13,-12,-1.1,5,-3,2,4,0
O=C1CSc2ccc(C(=O)NCCc3ccc(Cl)cc3Cl)cc2N1,17,15,-11,1,-7,1.8,8,-2,9,-4,-10
O=C(CCCNC(=O)c1ccc(Cl)cc1)Nc1ccc(S(=O)(=O)Nc2ncccn2)cc1,14,3,6,-9,-1,-2.9,-11,6,1,-5,-7
Cc1ccc2c(c1)N(S(=O)(=O)c1ccc3c(c1)NC(=O)CC(=O)N3)CCO2,13,1,4,-5,18,-0.7,3,3,16,-2,15
Cc1cccc(Cn2ccc(NC(=O)c3ccc4c(c3)OCO4)n2)c1,-15,4,1,-12,8,-0.5,-31,-8,9,5,-2
Cc1cccc(Nc2ccc(C(=O)O)cc2[N+](=O)[O-])c1C,4,-35,-5,3,24,-0.7,-15,-1,-8,5,0
CN(/N=C/c1ccccc1O)C(=S)c1ccccc1,-38,-20,-12,-7,1,2.0,-37,-8,24,-2,-25
COc1cc(OC)cc(C(=O)Nc2cc(C)on2)c1,0,-12,-5,-8,-14,-0.9,3,-4,2,-2,-5
CC1Cc2nc(SCC(=O)N3CCN(c4ccccc4)CC3)n(C)c(=O)c2S1 (stereo not given),7,-4,-3,77*,-3,0.3,-3,1,-5,2,11
C/C(=N\NC(=S)NCc1ccccc1)c1cccs1,-5,-39,-2,-37,-14,1.3,-60,13,-5,-3,-5
O=C(CCCC(=O)N(CC(=O)NC1CCCC1)C1CCCC1)Nc1ccccn1,6,-18,-13,7,5,-0.2,-6,-9,-2,0,22
O=C(CN1CCSCC1)N/N=C/c1ccc(F)cc1F,-17,-11,-13,-3,-12,-1.4,-113,-5,-2,6,-4
C/C(=N\NC(=O)COc1ccc(C)cc1Br)c1cc([N+](=O)[O-])cs1,23,0,0,11,0,-2.1,5,1,0,6,20
Cc1ccc(NS(=O)(=O)c2ccc(C(=O)N3CC(C)CC(C)C3)cc2)cc1 (stereo not given),14,-27,12,10,-15,2.6,2,-11,9,-20,-6
O=C(Nc1ccc2c(c1)CN(Cc1ccccc1O)CC2)C1CCCO1 (stereo not given),-1,8,0,-4,8,-3.7,0,3,5,3,-15
CCc1noc(C)c1C(=O)N1CCCSC1=Nc1ccccc1,0,3,-8,-2,11,0.5,-13,4,4,-4,-12
Cc1cccc(NC(=O)c2ccc(NCC3CCCO3)c([N+](=O)[O-])c2)c1 (stereo not given),-7,-26,3,9,-30,-2.8,-15,12,-1,3,-6
COc1ccc(NC(=O)C(C)N2C(=O)c3ccccc3C2=O)c(OC)c1 (stereo not given),16,0,-1,.,-19,-0.4,-5,.,-2,2,9
CCc1ccc(OC(C)C(=O)N(Cc2ccco2)C2CCS(=O)(=O)C2)cc1 (stereo not given),-10,2,-5,-5,-4,1.6,1,-8,16,-12,6
O=C(O)c1[nH]c2ccccc2c1CC(=O)N1CCOCC1,14,18,-1,-4,-8,-2.0,-4,1,8,2,16
CCN1C(=O)[C@H]2[C@@H](c3ccc(C)cc3)N[C@]3(CCCN(Cc4ccc(Cl)cc4)C3=O)[C@H]2C1=O,-5,-1,2,-4,2,-1.4,-9,6,0,-4,7
CCn1c(SCC(=O)NC2CCCc3ccccc32)nnc1-c1cccs1 (stereo not given),6,-30,-8,0,7,-0.9,-14,11,-4,-1,12
Cc1[nH]c2ccccc2c1C(=O)COC(=O)C1CCC(=O)N1 (stereo not given),21,-12,-12,-5,8,-1.0,-6,-19,1,7,-13
CCc1ccc(NC(=O)c2cc(C)nn2-c2ccccc2)cc1,-13,-29,5,-8,-22,0.2,12,-1,19,-11,-19
COCCCNCCCCOc1ccc(C)cc1[N+](=O)[O-],18,0,-2,-9,6,-2.4,-13,6,-2,0,0

# Grouped by structure, those above with a COOH group (3)
SMILES,NCOA3 inh,NCOA2 inhibitor,NOD2-RIPK2 inh,LMP1 NFkB inh,LRH-1 inv ag,MC4R ag barr,NCOA1 inh,TLR9-MyD88 inh,MC4R antagonist,ABHD5 PLIN5 PPI,NR2F2 inh
Cc1cccc(C(=O)O)c1NC(=O)Cc1cccc2ccccc12,0,-29,-5,1,4,1.9,6,-4,-2,-9,8
Cc1cccc(Nc2ccc(C(=O)O)cc2[N+](=O)[O-])c1C,4,-35,-5,3,24,-0.7,-15,-1,-8,5,0
O=C(O)c1[nH]c2ccccc2c1CC(=O)N1CCOCC1,14,18,-1,-4,-8,-2.0,-4,1,8,2,16

# More structures follow.
SMILES,NCOA3 inh,NCOA2 inhibitor,NOD2-RIPK2 inh,LMP1 NFkB inh,LRH-1 inv ag,MC4R ag barr,NCOA1 inh,TLR9-MyD88 inh,MC4R antagonist,ABHD5 PLIN5 PPI,NR2F2 inh
CCN(CC)S(=O)(=O)c1cccc(C(=O)OCC(=O)c2ccc3c(c2)NC(=O)CO3)c1,15,5,1,-1,-25,0.8,1,7,6,0,11
COc1ccccc1NC(=O)CSCC(=O)N1c2ccccc2CCc2ccccc21,12,6,-2,-7,-1,-0.3,15,5,18,1,3
CCCCc1c(O)nc(SCC(=O)c2ccccc2)n(-c2ccccc2OC)c1=O,23,10,-6,-1,-7,1.8,-1,13,4,1,17
COc1ccccc1C(=O)N1C(CC(=O)Nc2ccccc2C)C(=O)NC2CCCCC21 (stereo not given),-36,-4,-15,-7,-1,-1.2,1,-5,11,-7,-9
